Bioassay records from PubChem BioAssay.
BAZ2B inh: qHTS Assay for Inhibitors of BAZ2B; Bromodomain adjacent to zinc finger domain protein 2B (Homo sapiens), Q9UIF8; AlphaScreen BAZ2B-H3K14Ac peptide displacement; Potency, µM (doses to about 114 µM), without a hit: top-dose activity change, negative = inhibition, actives largely listed as inhibitors; hit rate 4.4% among 360,000; AID 504333, 2011; further: potency means the concentration at half of the fitted maximal effect; on the % scale 0 is the no-effect control and ±100 the full control effect; nearly all actives have a fitted effect of over 60% in size
Target sequence (Q9UIF8 whole entry, looked up, the tested form may be a part): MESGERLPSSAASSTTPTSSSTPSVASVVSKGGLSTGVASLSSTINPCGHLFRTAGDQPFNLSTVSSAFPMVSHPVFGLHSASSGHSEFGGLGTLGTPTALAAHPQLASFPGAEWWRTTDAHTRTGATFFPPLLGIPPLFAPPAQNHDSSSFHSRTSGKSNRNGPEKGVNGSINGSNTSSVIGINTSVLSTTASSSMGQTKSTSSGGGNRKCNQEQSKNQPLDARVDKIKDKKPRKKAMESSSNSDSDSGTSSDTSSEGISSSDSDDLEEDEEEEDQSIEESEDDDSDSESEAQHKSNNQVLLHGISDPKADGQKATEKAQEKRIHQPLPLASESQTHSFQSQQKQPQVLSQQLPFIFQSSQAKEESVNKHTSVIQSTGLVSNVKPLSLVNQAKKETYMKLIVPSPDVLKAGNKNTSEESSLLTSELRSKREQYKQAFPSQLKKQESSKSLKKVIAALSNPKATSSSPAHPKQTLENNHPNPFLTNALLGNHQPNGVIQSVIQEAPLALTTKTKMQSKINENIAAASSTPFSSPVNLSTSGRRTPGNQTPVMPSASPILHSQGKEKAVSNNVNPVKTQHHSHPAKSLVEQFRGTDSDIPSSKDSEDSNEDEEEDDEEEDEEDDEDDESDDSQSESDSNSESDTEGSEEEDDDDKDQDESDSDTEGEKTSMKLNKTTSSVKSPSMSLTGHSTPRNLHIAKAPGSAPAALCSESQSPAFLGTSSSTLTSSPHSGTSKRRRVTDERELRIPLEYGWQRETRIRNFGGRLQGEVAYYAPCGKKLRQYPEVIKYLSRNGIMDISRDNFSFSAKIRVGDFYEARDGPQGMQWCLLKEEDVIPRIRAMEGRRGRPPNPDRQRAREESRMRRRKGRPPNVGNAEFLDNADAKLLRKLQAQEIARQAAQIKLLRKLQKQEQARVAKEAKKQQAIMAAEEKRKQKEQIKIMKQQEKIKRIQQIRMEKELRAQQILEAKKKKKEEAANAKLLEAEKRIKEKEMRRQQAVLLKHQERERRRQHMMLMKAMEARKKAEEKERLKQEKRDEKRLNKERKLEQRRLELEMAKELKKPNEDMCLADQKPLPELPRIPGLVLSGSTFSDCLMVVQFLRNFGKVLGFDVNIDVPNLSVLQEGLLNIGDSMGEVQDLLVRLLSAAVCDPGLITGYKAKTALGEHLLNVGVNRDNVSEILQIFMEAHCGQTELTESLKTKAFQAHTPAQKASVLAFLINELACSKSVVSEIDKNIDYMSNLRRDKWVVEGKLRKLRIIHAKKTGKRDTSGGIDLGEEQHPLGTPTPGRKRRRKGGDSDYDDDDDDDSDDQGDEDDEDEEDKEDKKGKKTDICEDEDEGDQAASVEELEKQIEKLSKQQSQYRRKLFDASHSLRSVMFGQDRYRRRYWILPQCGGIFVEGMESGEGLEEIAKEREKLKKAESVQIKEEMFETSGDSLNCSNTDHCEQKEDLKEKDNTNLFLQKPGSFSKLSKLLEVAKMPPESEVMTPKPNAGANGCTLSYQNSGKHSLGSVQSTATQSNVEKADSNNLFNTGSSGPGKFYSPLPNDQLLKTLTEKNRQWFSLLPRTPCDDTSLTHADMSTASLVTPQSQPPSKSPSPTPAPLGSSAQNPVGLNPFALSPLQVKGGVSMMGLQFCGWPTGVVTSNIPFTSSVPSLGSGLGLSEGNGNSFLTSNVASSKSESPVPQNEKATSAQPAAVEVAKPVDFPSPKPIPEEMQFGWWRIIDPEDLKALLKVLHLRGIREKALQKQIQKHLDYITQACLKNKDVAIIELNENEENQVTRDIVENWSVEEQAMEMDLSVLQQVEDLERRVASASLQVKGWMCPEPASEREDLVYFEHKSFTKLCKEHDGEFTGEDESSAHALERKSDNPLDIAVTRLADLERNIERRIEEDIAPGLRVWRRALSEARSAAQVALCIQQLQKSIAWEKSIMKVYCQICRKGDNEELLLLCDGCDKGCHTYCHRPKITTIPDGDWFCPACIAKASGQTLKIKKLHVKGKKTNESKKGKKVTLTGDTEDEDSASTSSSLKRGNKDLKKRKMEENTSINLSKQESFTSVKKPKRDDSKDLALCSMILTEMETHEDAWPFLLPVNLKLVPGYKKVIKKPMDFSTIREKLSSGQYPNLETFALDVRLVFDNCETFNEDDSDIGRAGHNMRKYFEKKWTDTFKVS
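In this displacement format the biotinylated H3(5-23) peptide acetylated at Lys14 serves as ligand at 50 nM, with BAZ2B at 50 nM in PBS pH 7.4 containing 0.01% Tween-20. Donor and acceptor beads are 10 ug/mL final.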
GLS inhibitor: qHTS for Inhibitors of Glutaminase (GLS); hit rate 0.21% among 410,000; AID 624170, 2012; Potency, µM (series often up to 45.5 µM), for the others: at the top dose activity change, negative = inhibition, actives largely listed as inhibitors; Glutaminase kidney isoform, mitochondrial (Homo sapiens), O94925; GLS enzymatic activity, qHTS titration; further: potency means the concentration at half of the fitted maximal effect; on the % scale 0 is the no-effect control and ±100 the full control effect
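Assay buffer: 45 mM KH2PO4 pH 8.2, 0.02% Tween-20. hKGA acts on L-glutamine (1 mM solution added); product glutamate is reported by an oxidase/peroxidase Amplex Red coupling, with fluorescence taken at baseline and 30 min.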
HP1b binding inh: HTS for Inhibitors of HP1-beta Chromodomain Interactions with Methylated Histone Tails; Chromobox protein homolog 1 (Homo sapiens), P83916; Potency, µM (doses to about 114 µM), for inactives: at the top dose activity change, negative = inhibition, actives largely listed as inhibitors; hit rate 0.56% among 390,000; AlphaScreen HP1-beta / biotin-H3K9me3 peptide binding; AID 540317, 2011; further: potency means the concentration at half of the fitted maximal effect; nearly all actives have a fitted effect of over 70% in size; inactives centre near 23
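AlphaScreen: HP1-beta (50 nM) preformed 30 min with biotin-H3(1-18)K9me3 peptide (50 nM) in PBS pH 7.4, 0.01% Tween-20. Compound added for 30 min at RT, then streptavidin donor/nickel chelate acceptor beads (10 ug/mL) for 30 min.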
G9a block: qHTS Assay for Inhibitors of Histone Lysine Methyltransferase G9a. G9a H3K9 monomethylation, AlphaScreen, 2 h. Potency, µM (titrated, usually from 102 µM), without a hit: at the top dose activity, negative = inhibition, usual class: inhibitors. hit rate 8.8% among 350,000. AID 504332, 2011; further: potency means the concentration at half of the fitted maximal effect; on the % scale 0 is the no-effect control and ±100 the full control effect; nearly all actives have a fitted effect of over 75% in size
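Methyltransferase reactions run at room temperature for 2 h (20 nM enzyme, 500 nM biotin-H3K9 peptide, 20 uM SAM) after a 15 min compound preincubation; product detected by AlphaScreen beads and anti-H3K9me1 antibody.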
JMJD2A Tudor: qHTS Assay for Inhibitors of JMJD2A-Tudor Domain. Lysine-specific demethylase 4A (Homo sapiens), O75164. AlphaScreen JMJD2A-Tudor / H3K4me3 peptide binding. Potency, µM (titrated, usually from 114 µM), inactives show top-dose activity change, negative = inhibition, actives largely listed as inhibitors. hit rate 4.4% among 390,000. AID 504339, 2011; further: potency means the concentration at half of the fitted maximal effect; on the % scale 0 is the no-effect control and ±100 the full control effect; nearly all actives have a fitted effect of over 50% in size
ALOX12 inh: Primary qHTS assay for inhibitors of human arachidonate 12S-lipoxygenase (ALOX12): Round 2; Polyunsaturated fatty acid lipoxygenase ALOX12 (Homo sapiens), P18054; purified 12hLO, xylenol orange hydroperoxide absorbance; Potency, µM (highest dose often 108 µM), without a hit: at the highest dose activity change, negative = inhibition, actives largely listed as inhibitors; hit rate 1.1% among 580,000; further: potency means the concentration at half of the fitted maximal effect; on the % scale 0 is the no-effect control and ±100 the full control effect
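Purified human 12hLO at 150 nM in 25 mM Hepes, 0.01% Triton X-100, pH 7.0, preincubated 15 min at room temperature with compound. Reaction started with 40 uM arachidonic acid, 30 min at room temperature. Hydroperoxide measured by Fe-xylenol orange, 573/405 nm absorbance ratio.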
ERG Ets-DNA blk: qHTS for Small Molecule Inhibitors of the ERG Ets/DNA interaction; Transcriptional regulator ERG (Homo sapiens), P11308; fluorescence polarization, His-ERG Ets domain / labelled DNA; Potency, µM (top dose mostly 76.9 µM), inactives show at the highest dose FP activity, negative = inhibition, most hits filed as inhibitors; hit rate 0.028% among 370,000; active means well fitted inhibition curve with a large enough effect in the polarisation, with a control signal flat; inconclusive means small, poorly fitted or top-dose-only effect, or effect the other way, or a change in a side signal; inactive means no such curve, though single readings can be large or run the other way; the % refers to the polarisation;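 further: polarization taken with two DNA probes labelled with fluorescein and Texas red; potency means the concentration at half of the fitted maximal effect; % of control where 0% means no effect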
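His-tagged ERG Ets domain (1 uM in the protein solution; 300mM KCl, 50mM Tris-HCl, 1mM EDTA, 1mM DTT, pH 7.5) received compound, then a probe mix of 5 nM fluorescein-DNA and 100nM Texas-615-DNA. Fluorescence polarization was read for both dyes.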
PI4K2A block: qHTS for small molecular inhibitors of PI4K2A; purified PI4K2A, ADP-Glo luminescence, 1 h; stronger effect = lower value; hit rate 0.13% among 420,000; activity change, negative = inhibition, % at 76.9 µM; in the data active means activity change below about -50%; inconclusive means mostly about -30% to -49%;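 further: -100% = wells without enzyme as full effect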
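PI4K2A activity was measured by ADP-Glo luminescence: enzyme (4 ug/mL stock) and phosphatidylinositol (1.2 mM stock) in Tris pH 7.5/MgCl2/EGTA/Triton X-100 buffer were reacted with ATP (300 microM stock) for one hour at ambient temperature.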
RGS4 inhibitor: Inhibitors of Regulator of G Protein Signaling (RGS) 4: qHTS. Transcreener GDP fluorescence polarization, RGS4-accelerated GTP hydrolysis. Potency, µM (series often up to 114 µM), for the others: top-dose activity change, negative = inhibition, usual class: inhibitors. Regulator of G-protein signaling 4 (Homo sapiens), P49798. hit rate 0.039% among 390,000; further: potency means the concentration at half of the fitted maximal effect; on the % scale 0 is the no-effect control and ±100 the full control effect; nearly all actives have a fitted effect of over 75% in size; some results filed as inactive show a strong effect at the top dose
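MLSMR compounds (23 nl, pin-transferred) preincubated 10 min at room temperature with a 500nM (2x) first reagent, then RGS4 at 900nM (2x) plus Transcreener GDP mix added; fluorescence polarization (620/688 nm) read before and after 90 min at 30 °C.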
* marks the source's active call; other numbers are inactive results; ? = inconclusive; nt = not tested or not shown; & = joins results of further samples; [ ] = dose if it differs, or a comment. Unless noted, the call rests on the fitted dose curve; in most records, active means well fitted curve in the direction sought with a large enough effect; inconclusive means small, poorly fitted or top-dose-only effect, or another doubt; inactive means no such curve, though single readings can be large; an effect the other way counts as inactive or inconclusive. An excerpt (hit frequency here may not be typical).

SMILES	BAZ2B inh	GLS inhibitor	HP1b binding inh	G9a block	JMJD2A Tudor	ALOX12 inh	ERG Ets-DNA blk	PI4K2A block	RGS4 inhibitor
CC1CCC(NC(=O)C2CC(O)CN2S(=O)(=O)c2ccc([N+](=O)[O-])cc2)CC1 (stereo not drawn)	nt	1%	28%	nt	-14%	14%	-3%	-4	14%
CCOC(=O)N1CCC(NC(=O)c2ccc3nc(N4CCOCC4)sc3c2)CC1	-2%	10%	12%	6%[59 µM]	-5%	-21%	10%	4	-1%
COc1cc(OC)cc(C(=O)Nc2ccc3nc4n(c(=O)c3c2)CCCCC4)c1	-19%&-14%	-3%&2%	30%&4%	-9%&3%[59 µM]	-22%&-9%	10%&-12%	5%&2%	-6&-4	7%&-20%
COc1ccc2c(c1)CC(C(=O)NCCCN1CCN(c3cccc(Cl)c3)CC1)CO2 (stereo not drawn)	?	6%	5%[57 µM]	-10%[59 µM]	?	1%	1%	3	15%
O=C(CCN1CCN(c2ccccc2)CC1)NNC(=O)Cc1c(F)cccc1Cl	-5%	2%	14%	3%	-16%	?	2%	4	-2%
CC(=O)c1ccc(OCCOc2ccc([N+](=O)[O-])cc2)cc1	-19%	1%	16%	5%	-12%	8%	94%[activator]	-7	18%
Cc1cc(C)cc(NC(=O)CN2C(=O)c3ccccc3Sc3ncccc32)c1	-19%	6%	9%	-32%[59 µM]	-14%	-9%	-1%	2	1%
O=C(NCc1ccccc1)N1CCN(c2ccc(F)cc2)CC1	-1%	?	?	0%[59 µM]	-31%[11.4 µM]	46%[activator]	10%	-14	-33%[11.4 µM]
COc1ccc(CC(NC(C)=O)C(=O)NC2CCN(C(=O)Nc3ccccc3C)CC2)cc1OC (stereo not drawn)	-10%	-6%	31%	?	1%	-18%	-15%	-6	-2%
O=C(NN1C(=O)C2C(c3ccccc3)C=CC(c3ccccc3)C2C1=O)c1ccccc1 (stereo not drawn)	-2%	9%	3%	-4%[59 µM]	-24%	9%	4%	3	3%
Cc1cc(C)c2cc(CN(CCO)C(=O)Nc3ccc(Cl)cc3)c(=O)[nH]c2c1	-6%	0%	16%	-30%[12.7 µM]	-16%	366%[activator]	-2%	4	9%
Cc1sc2nc(CSc3ccccc3)nc(NCCN(C)C)c2c1C	-6%	13%	?	?	-18%	-17%	-3%	1	15%

3 entries already listed, sorted by count of non-hydrogen atoms, smallest number first.
SMILES	BAZ2B inh	GLS inhibitor	HP1b binding inh	G9a block	JMJD2A Tudor	ALOX12 inh	ERG Ets-DNA blk	PI4K2A block	RGS4 inhibitor
Cc1cc(C)c2cc(CN(CCO)C(=O)Nc3ccc(Cl)cc3)c(=O)[nH]c2c1	-6%	0%	16%	-30%[12.7 µM]	-16%	366%[activator]	-2%	4	9%
CCOC(=O)N1CCC(NC(=O)c2ccc3nc(N4CCOCC4)sc3c2)CC1	-2%	10%	12%	6%[59 µM]	-5%	-21%	10%	4	-1%
O=C(NN1C(=O)C2C(c3ccccc3)C=CC(c3ccccc3)C2C1=O)c1ccccc1 (stereo not drawn)	-2%	9%	3%	-4%[59 µM]	-24%	9%	4%	3	3%

(cont.)
SMILES	BAZ2B inh	GLS inhibitor	HP1b binding inh	G9a block	JMJD2A Tudor	ALOX12 inh	ERG Ets-DNA blk	PI4K2A block	RGS4 inhibitor
O=C1c2ccccc2C2=Nc3ccccc3SC(c3ccc(Cl)cc3)C12 (stereo not drawn)	10µM*	1%	?	11µM*	?	27%	-4%	1	9%
O=C(c1ccco1)N1CCN(S(=O)(=O)c2ccc(S(=O)(=O)NC3CCCCC3)cc2)CC1	8%	3%	29%	?	-15%	25%	4%	-3	-4%
Cc1ccc(CN2CCSc3ccc(C(=O)NC4CCCC4)cc32)cc1	-5%	1%	23%	nt	-11%	nt	61%[activator]	-1	23%
CCCOc1cccc(OCC(=O)Nc2nc3ccccc3[nH]2)c1	-8%	-4%	38%	?	0%	-1%	-1%	4	-22%
Cc1ccc(C(=O)N[C@H](C(=O)NC2CCCCCCC2)C(C)C)cc1	-4%	-1%	37%	-7%[12.7 µM]	-2%	?	3%	1	6%
Cc1ccc(/C=C/C(=O)OC(C)C(=O)NC2CCCCC2C)o1 (stereo not drawn)	-28%	-19%	22%	15%[2.33 µM]	-24%	?	13%	-1	-8%
NC(=O)c1ccc(C(F)(F)F)n(Cc2c(Cl)cccc2Cl)c1=O	-34%	-5%	38%	-17%[59 µM]	-2%	?	-1%	1	-8%
NS(=O)(=O)c1cnccc1Nc1ccc(Cl)c(Cl)c1	-38%	9%	19%	?	-16%	-17%	-7%	4	-10%
COc1ccc(C2=NS(=O)(=O)N(C)C(C(=O)Nc3ccc4c(c3)OCO4)=C2)cc1	?	-8%	-23%	?	?	-3%	4%	7	18%
Fc1cccc(/C=N/Nc2ncnc3nc[nH]c23)c1	?	17%	36%	?	-15%	13%	-3%	-21	-26%
CCCNC(=O)c1cnc(Sc2ncc(C(F)(F)F)cc2Cl)n1C	50µM*	7%	22%	18%	-3%	22%	-2%	1	-6%
COc1ccc(-c2nnc3sc(-c4ccccc4OC)nn23)cc1	2%	-20%	5%	6%	-14%	-1%	-1%	6	-1%
O=C(NC1CC1)c1cc(-c2ccc(Br)cc2)nc2ccccc12	7%	-4%	52%[activator]	12%[59 µM]	1%	13%	-2%	4	4%
CCc1ccccc1OCC(=O)Nc1cccc(S(=O)(=O)N2CCCC2)c1	-3%	6%	13%	2%	-3%	8%	-5%	-3	3%
CCc1ccc(C2CC(c3ccccc3)Nc3nc(N)nn32)cc1 (stereo not drawn)	-20%	-1%	55%[activator]	6%	-8%	11%[57.4 µM]	-4%	-6	0%
Cc1nc(C(F)(F)F)ccc1C(=O)NN1CCOCC1	-13%	-12%	15%	0%	5%	nt	1%	2	-17%
O=C(CSc1nc2cc(Cl)c(Cl)cc2[nH]1)c1ccc2c(c1)OCO2	13%	2%	26%	11µM*	-7%	?	15%	-1	?
O=C(NCCCCNC(=O)c1ccc(F)cc1)c1ccc(F)cc1	7%	-11%	39%[activator]	22%	5%	-9%	2%	1	24%
O=C(O)COc1ccc(Oc2ccccc2)cc1	-6%	3%	33%	6%[59 µM]	-4%	0%	0%	0	-15%
CCCCn1c(N)c(N(CC(C)C)C(=O)CSc2ccc3c(c2)OCCO3)c(=O)[nH]c1=O	-3%	-8%	85%[activator]	-15%[12.7 µM]	-10%	-8%	4%	-8	-42%
O=C(NCc1cccnc1)C(=O)NCC(c1cccnc1)N1CCN(c2ccccc2)CC1 (stereo not drawn)	-2%	42%[activator]	37%	4%[59 µM]	11%	-11%	-2%	-2	-7%
Cc1ccc(S(=O)(=O)NCCC(=O)N2CCCCCC2)cc1	2%	-9%	29%	-34%[0.501 µM]	-10%	-3%	-3%	-3	-2%
CSc1ccccc1NC(=O)CN(C)CC(=O)NCC(=O)Nc1ccc(F)cc1	-1%	4%	43%[activator]	6%[0.501 µM]	-14%	4%	4%	2	24%
Cc1ccc(C)c(NC(=S)NC(C)C(c2cccs2)N2CCOCC2)c1 (stereo not drawn)	-27%	1%	35%	?	-17%	4%	-1%	3	-3%
COc1ccc(OC(C)=O)c(C2c3cc(OC)c(OC)cc3CCN2C(C)=O)c1 (stereo not drawn)	6%	10%	29%	11%[59 µM]	3%	22%	nt	-1	-7%
CCC(=O)c1ccc(OCC(=O)NCC2COc3ccccc3O2)cc1 (stereo not drawn)	-1%	-2%	49%[activator]	?	-4%	52%[activator]	1%	-2	38%
CCOC(=O)C1CCN(C(=O)CCc2c(C)nc3cc(-c4ccc(OC)cc4OC)nn3c2C)CC1	-17%	-7%	35%	4%[59 µM]	-8%	4%	8%	1	9%
NC(=O)CN1C(=O)C(=O)N(Cc2ccc(Cl)cc2)C1=O	0%	-4%	21%	12%	-25%	?	-6%	1	-6%

Whole records as entered above.
Record of `Cc1ccc(/C=C/C(=O)OC(C)C(=O)NC2CCCCC2C)o1` (stereo not drawn) : BAZ2B inh: -28%; GLS inhibitor: -19%; HP1b binding inh: 22%; G9a block: 15%[2.33 µM]; JMJD2A Tudor: -24%; ALOX12 inh: ?; ERG Ets-DNA blk: 13%; PI4K2A block: -1; RGS4 inhibitor: -8%
Record of `Cc1cc(C)cc(NC(=O)CN2C(=O)c3ccccc3Sc3ncccc32)c1` : BAZ2B inh: -19%; GLS inhibitor: 6%; HP1b binding inh: 9%; G9a block: -32%[59 µM]; JMJD2A Tudor: -14%; ALOX12 inh: -9%; ERG Ets-DNA blk: -1%; PI4K2A block: 2; RGS4 inhibitor: 1%
